# High-throughput results (PubChem BioAssay)
# TWEAK-Fn14 inh: inhibitors of TWEAK-Fn14 interaction signaling; TWEAK-stimulated Fn14 reporter cells, luciferase luminescence, 8 h; inhibition, % at 10 µM; hit rate 2% among 360,000; in the data active = inhibition above about 50%
# HIF-2a inh: HIF-2a inhibition. 786-0 RCC cells HIF-2a reporter, luciferase luminescence, overnight. inhibition, % at 18.8 µM. hit rate 0.72% among 360,000;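 active = inhibition of the luminescence signal of 40% or more relative to plate controls, in a single-dose primary screen at 18.75 µM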
# NR2E3 ag-1: agonists of human NR2E3 nuclear receptor; Q9Y5X4; CHO-S Gal4-NCOR/VP16-NR2E3 two-hybrid, luciferase; inhibition of corepressor binding, % at 3.98 µM; hit rate 0.35% among 360,000; AID 602229;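 active = inhibition above the mean of all tested compounds plus 3 SD, cut at about 70% in these data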;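 note: 0% = DMSO with NR2E3 transfected cells and 100% = cells lacking NR2E3 construct; higher means lower luciferase signal from less NR2E3 corepressor binding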
# Target sequence (Q9Y5X4 whole entry, looked up, the tested form may be a part): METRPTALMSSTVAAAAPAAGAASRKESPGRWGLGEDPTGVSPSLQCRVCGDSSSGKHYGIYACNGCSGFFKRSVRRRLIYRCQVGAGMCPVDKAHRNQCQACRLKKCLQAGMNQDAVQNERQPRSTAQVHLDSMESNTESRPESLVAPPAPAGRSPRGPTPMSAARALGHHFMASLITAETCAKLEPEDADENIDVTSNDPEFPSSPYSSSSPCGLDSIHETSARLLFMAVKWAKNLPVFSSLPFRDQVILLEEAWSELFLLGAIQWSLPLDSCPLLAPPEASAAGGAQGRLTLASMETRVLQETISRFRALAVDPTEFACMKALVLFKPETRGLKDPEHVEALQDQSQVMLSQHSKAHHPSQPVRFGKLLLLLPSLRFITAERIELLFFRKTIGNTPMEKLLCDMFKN
# TROY signal inh: inhibitors of TROY-dependent NF-kB signaling; inhibition, % at 10 µM; hit rate 0.98% among 360,000; Q293 LMP1-TROYcd NF-kB luciferase reporter, 4 h;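 active = compounds whose plate-normalised and pattern-corrected inhibition of the luciferase reporter signal at the single screening dose is 50% or more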
# CF NFkB block: blocks PAF-induced NF-kB reporter in cystic fibrosis cells; KKLEB NF-kB-GFP reporter, GFP fluorescence overnight; inhibition, % at 5 µM; hit rate 0.86% among 360,000; AID 588850;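 active = at least 50% inhibition at 5 µM, scaled per plate between neutral and stimulator controls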;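 note: PAF is a Pseudomonas aeruginosa culture filtrate used as stimulus; plate controls were PAF-stimulated DMSO wells for no effect and unstimulated DMSO wells for full effect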
# Shn3 3UTR inh: inhibitors of Schnurri-3 3'UTR reporter in osteoblasts | hit rate 0.52% among 360,000 | AID 588674 | inhibition, % at 12.5 µM | Clone20 osteoblast Shn3 3'UTR firefly luciferase, 24 h;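 active = mean inhibition of at least 75% with every replicate also reaching 75%; inconclusive = mean inhibition at least 75% but some replicate below; inactive = mean inhibition below 75%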;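 note: 0% = median of neutral control wells and 100% = pilot-screen positive control compound; some compounds past the cut are filed as inactive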
# Peg3 promoter: inhibitors of Peg3 promoter; HeLa PEG-Prom luciferase reporter, luminescence, overnight; inhibition, % at 20 µM; hit rate 1.7% among 360,000;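 active = inhibition of at least 50% at 20 µM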
# NR2E3 ag-2: activates human photoreceptor nuclear receptor NR2E3; GST-NR2E3/biotin-RetCOR TR-FRET, 1536-well; inhibition of corepressor binding, % at 4.78 µM; hit rate 0.12% among 320,000; Q9Y5X4; AID 2300;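 active = percent inhibition above the cutoff of mean plus 3 SD of all tested compounds, set per screening campaign, cut at about 20% in these data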;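 note: 0% = DMSO wells and 100% = biotin wells as full block of FRET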
#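 Assay system: NR2E3–RetCOR corepressor complex. Quantity: 1.35 nM GST-NR2E3. Buffer or medium: pH 7.5 Tris-based buffer. Reagent: biotinylated RetCOR corepressor at 7 nM final. Schedule: 5 h at 4 °C. Detection: TR-FRET, emission read at 617 and 671 nm. Replicates: one well per compound, singlicate testing.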
# MITF TRPM1 inh: inhibitors of MITF-driven TRPM1 promoter in melanoma cells | SK-MEL-5 TRPM1 promoter luciferase, 24 h | inhibition, % at 12.5 µM | hit rate 0.83% among 330,000 | AID 488899;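 active = mean inhibition across replicates of 60% or more, whatever share of single replicates reaches that level; inconclusive = some that reach 60%, reason not given; inactive = mean inhibition across replicates below 60%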; note: values of inactives mirror those of a sister screen read the other way
# KKLEB cytotox: counter-screen for CF NF-kB inhibitors: cytotoxicity. hit rate 0.36% among 360,000. AID 602141. KKLEB CF airway cells viability, ATPlite luminescence, overnight; active compounds read low; cells stimulated with P. aeruginosa culture filtrate. activity change (cytotoxicity), % at 5 µM;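 active = corrected activity change at or below -50% at 5 µM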
# C8 TRAIL sens: sensitizes caspase-8 expressing cells to TRAIL. inhibition (viability loss, TRAIL sensitization), % at 10 µM. NB7+C8 cells + TRAIL, ATPlite viability luminescence. hit rate 1% among 360,000. AID 624354;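 active = compounds causing at least 50% loss of cell viability in the single-dose screen, relative to plate controls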
# An asterisk follows results filed as active; ? = inconclusive; · = not tested or not shown. A portion of the library, so the mix of outcomes need not match the whole.
# The opening 4 compounds, ahead of the listing:
SMILES,TWEAK-Fn14 inh,HIF-2a inh,NR2E3 ag-1,TROY signal inh,CF NFkB block,Shn3 3UTR inh,Peg3 promoter,NR2E3 ag-2,MITF TRPM1 inh,KKLEB cytotox,C8 TRAIL sens
O=C(Cc1ccc(Cl)cc1)NC(=S)Nc1ccccc1N1CCOCC1,6,18,7,16,-6,3,5,0,18,-6,0
Cc1ccc(C(=O)Oc2ccc(N3C(=O)CCC3=O)c(C)c2)cc1,-15,6,-3,-38,2,-18,-8,0,-8,1,2
O=C(Nc1ccccc1)C1C2/C=C\CCCCC21 (stereo not drawn),-21,-126,-5,-43,-20,-24,-85,5,-31,2,-3
O=C1NC(=O)C(Cc2ccc(Cl)cc2)(c2ccccc2)N1 (stereo not drawn),30,16,-9,-1,2,-7,24,·,18,-18,2

# This part in full, from the start:
SMILES,TWEAK-Fn14 inh,HIF-2a inh,NR2E3 ag-1,TROY signal inh,CF NFkB block,Shn3 3UTR inh,Peg3 promoter,NR2E3 ag-2,MITF TRPM1 inh,KKLEB cytotox,C8 TRAIL sens
O=C(Cc1ccc(Cl)cc1)NC(=S)Nc1ccccc1N1CCOCC1,6,18,7,16,-6,3,5,0,18,-6,0
Cc1ccc(C(=O)Oc2ccc(N3C(=O)CCC3=O)c(C)c2)cc1,-15,6,-3,-38,2,-18,-8,0,-8,1,2
O=C(Nc1ccccc1)C1C2/C=C\CCCCC21 (stereo not drawn),-21,-126,-5,-43,-20,-24,-85,5,-31,2,-3
O=C1NC(=O)C(Cc2ccc(Cl)cc2)(c2ccccc2)N1 (stereo not drawn),30,16,-9,-1,2,-7,24,·,18,-18,2
C[C@@H](NC(=O)[C@@H]1Cc2ccccc2CN1C(=O)OC(C)(C)C)C(=O)NC1CCCCC1,-5,1,-12,4,9,1,-11,2,8,2,8
CC(=O)Nc1ccc(NC(=O)CSc2ncc(C(=O)Nc3ccc(F)cc3)c(=O)n2C)cc1,-24,-71,-23,-45,-23,-28,-58,-1,15,9,21
C/C(=N\Nc1ccc(Cl)c(C(=O)O)c1)c1ccc(Br)s1,11,-127,-46,-32,-2,-14,-97,-2,-36,-2,2
COCCN(C(=O)CSc1ncccn1)c1c(N)n(Cc2ccccc2)c(=O)[nH]c1=O,18,12,-7,-15,-11,7,-9,0,3,14,-2
Cc1ccc(NC(=O)C2(S(=O)(=O)c3ccc(C)cc3)CC2)cc1,1,2,-15,-2,-19,8,3,0,3,-1,-15
O=C(COC(=O)c1ccc(S(=O)(=O)Nc2ccccc2)cc1)NCCC1=CCCCC1,-13,16,6,13,-6,-3,2,1,-1,15,-5
CC(NC(=O)c1ccc(S(C)(=O)=O)cc1)c1cccc2ccccc12 (stereo not drawn),5,20,-18,4,-5,14,23,0,-8,1,1
COc1ccc(C(=O)n2cnc(N)n2)cc1,0,1,-6,8,-8,1,6,-3,-5,1,-12
CC1(Cc2ccc(Cl)cc2)C(=O)Nc2c(Cl)ccc(Cl)c21 (stereo not drawn),3,11,-31,-4,-1,1,1,·,·,16,5
CCOc1ccc(/C=C/C(=O)c2ccc(-c3ccccc3)cc2)cc1,0,2,13,-4,-9,-7,28,1,-2,6,0
N#CC(C(=O)O)=C1CCCC1,-17,14,-21,-28,-3,10,1,-1,14,7,0
Cc1c(NC(=O)/C=C/c2cccs2)c(=O)n(-c2ccccc2)n1C,-2,-3,1,-10,7,-23,-3,1,-4,3,-6
COc1ccc(S(=O)(=O)Nc2ccc3ccccc3c2)cc1C,14,14,15,28,8,27,23,8,24,-9,-3
CC(=O)N1N=C(c2ccccc2)OC1(C)CC(=O)Nc1ccccc1 (stereo not drawn),3,5,-11,13,-12,21,6,1,8,14,0
c1ccc(CCn2nnnc2C(c2cccs2)N2CCN(Cc3ccc4c(c3)OCO4)CC2)cc1 (stereo not drawn),11,12,-19,-9,9,35,10,-4,-4,-11,2
COc1ccccc1-c1nnc(SCC(=O)N2CCOCC2)n1-c1ccccc1,-2,30,-14,2,-2,-8,17,1,-2,0,-2
Cc1ccnc(N2CCC(C(=O)Nc3ccc4c(c3)OCO4)CC2)n1,-7,-7,-4,-3,5,7,-20,-5,-4,-9,8
COc1cc(/C=N/NC(=O)c2cnccn2)ccc1O,21,2,15,-7,4,-21,0,0,-4,2,-4
N#Cc1ccc2ccn(CC(=O)NC3CCCCC3)c2c1,-10,9,-2,6,12,-20,16,-1,12,-11,-7
Cc1nc2ccccn2c1C(=O)CSc1ccc(Cl)cc1Cl,27,3,-17,32,5,20,6,1,-13,-8,0
Cn1ccnc1SCC(=O)Nc1cc(S(=O)(=O)N2CCOCC2)ccc1Cl,-2,16,-5,-3,-9,11,5,2,-6,7,-3
CCC1Nc2ncnc(N3CCN(c4ccccc4)CC3)c2N(Cc2ccc(C)cc2)C1=O (stereo not drawn),14,21,4,-10,-4,16,16,-1,-6,-15,-29
OC(c1ccccc1)C(O)C(c1ccccc1)N1CCCCC1 (stereo not drawn),5,2,-22,-7,8,92*,6,·,-21,-2,-5
COC(=O)c1ccc2c(C)c(C3(O)CCCCC3)[nH]c2c1,-9,-253,-98,-67,-5,-51,-181,·,-70,-4,7
CC(=O)Nc1cc[n+](CC(=O)c2ccc(Cl)cc2)cc1,2,12,-5,1,1,16,10,3,-3,-3,-2
N#Cc1c(NC(=O)COC(=O)C2CC3C=CC2C3)oc(-c2ccccc2)c1-c1ccccc1 (stereo not drawn),-1,7,0,5,14,·,15,7,-9,-9,-5
CCSc1cnn(-c2ccccc2)c(=O)c1SCC,-3,-17,-17,13,10,-2,-2,21*,2,-10,-1
O=C1C(=O)N(CCN2CCOCC2)C(c2ccccn2)/C1=C(/O)c1ccc(F)cc1 (stereo not drawn),-2,1,-20,3,1,-23,4,-1,4,3,6
Cc1ccc(NC(=O)CN(C)C(=O)c2ccc(-n3cncn3)c([N+](=O)[O-])c2)cc1,14,4,-3,4,10,-3,4,1,-5,-18,-7
CCC(C)NS(=O)(=O)c1ccc(NC(=O)C2CCN(C(=O)c3ccco3)CC2)cc1 (stereo not drawn),16,3,3,19,-11,5,10,3,9,4,-6
CCn1c(SCc2nc3ccccc3[nH]2)nnc1-c1ccccc1OC,-4,7,-20,-21,-5,2,3,1,11,1,7
O=C(Nc1ccc(-c2csc(Nc3cccc(C(F)(F)F)c3)n2)cc1)c1ccccc1,65*,-16,-15,-2,0,46,26,3,16,10,23
O=C(c1cccc(F)c1)N1CCN(Cc2ccc3c(c2)OCO3)CC1,2,14,-3,16,6,1,1,-1,4,-4,-1
Nc1cc(C(=O)O)ccc1N1CCCCCC1,4,17,-13,6,-2,-2,-2,1,6,2,-13
COC(=O)Nc1ccc(S(=O)(=O)N2CCCC(C(=O)N3CC(C)OC(C)C3)C2)cc1 (stereo not drawn),2,3,-24,-5,-18,-9,-2,2,0,16,3
O=C(COC(=O)/C=C/c1ccco1)NC1CCCCC1,0,0,14,1,2,2,-5,-1,-9,1,-14
COc1ccc(C(CNC(=O)C(C)(C)Oc2ccc(Cl)cc2)N2CCCCC2)cc1 (stereo not drawn),0,6,6,-9,12,7,5,0,5,-2,0
Cc1cccc(C(=O)NCCC(=O)Nc2ccc(F)c([N+](=O)[O-])c2)c1,-1,10,23,-25,15,12,-5,2,-16,-5,4
COc1ccc(NC(=S)N(CCN2CCOCC2)C2CCN(C(C)=O)CC2)cc1Cl,-4,-4,1,5,0,13,0,2,-22,0,35
O=C(Cc1ccccc1F)Nc1ccccc1N1CCCC1,4,-2,-42,7,-43,15,16,·,3,20,-2
COc1ccc(NC(=O)c2ccc3c(c2)NC(=O)CS3)cc1S(=O)(=O)Nc1ccc(Br)cc1,17,20,-16,31,11,8,24,-3,4,16,5
Brc1ccc2nc(CSc3ncn[nH]3)cn2c1,6,-142,-30,-30,3,-9,-139,3,-11,-4,4
OCCn1c(-c2ccc3c(c2)OCO3)csc1=Nc1ccccc1,35,-147,-42,0,-3,54,-109,-3,-16,6,14
COc1ccc(C2=Nn3c(nnc3C3CCCCC3)SC2)cc1OC,-25,23,35,17,16,18,38,-1,-5,-39,1
O=C(Cn1c(=O)oc2ccccc21)Nc1n[nH]c(=S)s1,9,12,0,-3,-14,-3,-2,-1,-10,-4,-3
COc1ccccc1OCC(=O)NCCSCc1ccccc1Cl,7,-57,-38,-21,0,-6,-23,0,5,18,14
# Continued.
SMILES,TWEAK-Fn14 inh,HIF-2a inh,NR2E3 ag-1,TROY signal inh,CF NFkB block,Shn3 3UTR inh,Peg3 promoter,NR2E3 ag-2,MITF TRPM1 inh,KKLEB cytotox,C8 TRAIL sens
CCOC(=O)C1=C(N)Oc2cc(O)ccc2C1c1ccc(Br)cc1 (stereo not drawn),3,10,6,15,-1,-3,9,1,-9,16,-15
Cc1c(NC(=O)/C(C#N)=C/c2ccc(-c3cccc(Cl)c3)o2)c(=O)n(-c2ccccc2)n1C,21,-44,30,18,-17,11,14,-3,-5,14,9
O=C(CSc1nnc(-c2ccccc2)n1-c1ccccc1)NCc1ccco1,7,14,1,-6,17,1,-3,-3,4,-6,-10
O=C1CN(C(=O)COC(=O)CCC(=O)c2ccc(Cl)cc2)c2ccccc2N1,-5,-5,-15,-4,0,-22,8,·,6,2,-17
CC(NC(=O)c1ccccc1NS(=O)(=O)c1ccc(CCC(=O)O)cc1)c1ccccc1 (stereo not drawn),10,5,-30,1,-16,15,11,1,11,3,11
CC(C)Cn1c(N)c(C(=O)COC(=O)CCNS(=O)(=O)c2ccccc2)c(=O)n(C)c1=O,6,10,4,23,14,15,2,1,3,-6,1
CCOC(=O)C1CCN(C(=O)COC(=O)CCOc2ccc(C)cc2)CC1,1,21,10,-9,-14,0,8,0,10,-3,-2
O=C(c1n[nH]c(=O)c2ccccc12)N1CCN(c2ccc(F)cc2)CC1,-16,14,-17,-4,7,-14,19,2,-21,0,-4
N=c1ncn(CC(O)CO)c2nc(N3CCOCC3)[nH]c12 (stereo not drawn),-9,8,-7,-2,14,2,14,-1,8,2,-10
O=C(NCc1ccccc1)c1ccc(C(=O)N(C2CCCCC2)C2CCCCC2)cc1,24,3,11,19,14,0,17,2,4,27,3
COc1ccc(C(=O)COC(=O)CN2C(=O)C3C4CCC(C4)C3C2=O)cc1 (stereo not drawn),2,7,-7,-11,0,-5,0,3,4,-1,-6
CC(C)COC(=O)N1CCCC1C(=O)Nc1nccs1 (stereo not drawn),24,3,5,5,12,0,7,1,-4,-10,10
COCOCCn1cc(CN2CCS(=O)(=O)N(Cc3ccc(-c4ccc(Cl)cc4)cc3)C(C)C2=O)nn1 (stereo not drawn),26,-9,9,10,-12,28,-3,·,·,14,0
COc1ccccc1/C=C/c1nc(S(=O)(=O)c2ccccc2)c(N2CCC(C(N)=O)CC2)o1,1,14,-21,-6,5,0,41,1,-2,-4,-11
CC(Sc1nc2ccccc2c(=O)n1C)C(=O)NC1CCCCC1C (stereo not drawn),28,5,26,-15,-12,?,11,0,18,14,37
